# HIF-2a inh = HIF-2a reporter inhibitors, primary screen, luminescence, 786-0 RCC cells | inhibition, % at 18.8 µM | 0.72% of 360,000 active | 786-0 RCC cells HIF-2a reporter, luciferase luminescence, overnight;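 active means inhibition of the luminescence signal of 40% or more relative to plate controls, in a single-dose primary screen at 18.75 µM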
# Shn3 3UTR inh = reduction of Shn3 3'UTR firefly luciferase signal, primary screen, Schnurri-3 inhibitor project, cell-based, Clone20 osteoblasts, set 2; Clone20 osteoblast Shn3 3'UTR firefly luciferase, 24 h; inhibition, % at 12.5 µM; 0.52% of 360,000 active;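 active means mean inhibition of at least 75% with every replicate also reaching 75%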;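 further: 0% = median of neutral control wells and 100% = pilot-screen positive control compound; some compounds past the cut are filed as inactive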
# TRPM1 prom inh = inhibitors of MITF-dependent TRPM1 promoter reporter, primary screen, cell-based, SK-MEL-5, single point, luciferase | SK-MEL-5 TRPM1 promoter luciferase, 24 h | AID 488899, 2010 | 0.83% of 330,000 active | inhibition, % at 12.5 µM;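 active means mean inhibition across replicates of 60% or more, whatever share of single replicates reaches that level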; further: values of inactives mirror those of a sister screen read the other way
# NR2E3 ag-1 = inhibitors of NR2E3-RetCOR corepressor binding, primary screen, NR2E3 agonist project, biochemical, TR-FRET, GST-NR2E3, biotin-RetCOR. Photoreceptor-specific nuclear receptor (Homo sapiens), Q9Y5X4. 1536-well. inhibition of corepressor binding, % at 4.78 µM. 0.12% of 320,000 active. AID 2300, 2010;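 active means percent inhibition above the cutoff of mean plus 3 SD of all tested compounds, set per screening campaign, cut at about 20% in these data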;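 further: 0% = DMSO wells and 100% = biotin wells as full block of FRET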
# Target sequence (Q9Y5X4 whole entry, looked up): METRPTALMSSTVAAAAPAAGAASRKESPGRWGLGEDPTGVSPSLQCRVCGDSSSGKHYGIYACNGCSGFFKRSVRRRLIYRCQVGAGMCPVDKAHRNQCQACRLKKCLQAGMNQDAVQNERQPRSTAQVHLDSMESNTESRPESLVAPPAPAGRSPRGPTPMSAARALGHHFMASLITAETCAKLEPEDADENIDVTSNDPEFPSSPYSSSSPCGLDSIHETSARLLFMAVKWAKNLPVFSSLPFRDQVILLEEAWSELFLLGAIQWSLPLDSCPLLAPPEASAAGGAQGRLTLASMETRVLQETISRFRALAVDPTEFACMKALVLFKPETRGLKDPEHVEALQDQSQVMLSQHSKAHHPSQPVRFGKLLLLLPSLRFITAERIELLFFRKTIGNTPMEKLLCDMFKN
#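 Material: NR2E3–RetCOR corepressor complex | Quantity: 1.35 nM GST-tagged NR2E3 final | Schedule: 5 h at 4 °C | Replication: Singlicate compound wells | Reagent: RetCOR corepressor, biotinylated, 7 nM | Controls: Biotin wells as high control, 0.6% DMSO wells as low control | Signal: TR-FRET, Eu(K)-anti-GST donor, streptavidin-D2 acceptor, ex 340, em 617/671 nm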
# aDG glyco act = activators of alpha-DG glycosylation, primary screen, uHTS, Pro5-aDG cells, AlphaScreen. activation, % at 10 µM. 0.22% of 360,000 active. alpha-DG glycosylation AlphaScreen (IIH6); 0% Pro5, 100% B10-LARGE cell signal;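 active means activation of at least 8% versus controls, or a plate z-score of at least 8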;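 further: Pro5 are CHO cells carrying HIG-tagged alpha-DG that lacks glycosylation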
# hiPSC survival = enhancers of single-cell hiPSC survival, primary screen, ATPlite luminescence; 100% = ROCK inhibitor wells, 0% = DMSO; survival enhancement, % at 20 µM; 0.044% of 360,000 active; in the data active means survival enhancement above about 18%;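 further: cells exposed to compounds for 16 hours before the ATP read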
# NR2E3 ag-2 = NR2E3 agonists in two-hybrid cells, primary screen, cell-based, luminescence, CHO-S, Gal4-NCOR/VP16-NR2E3; AID 602229, 2012; luciferase; 0.35% of 360,000 active; inhibition of corepressor binding, % at 3.98 µM;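 active means inhibition above the mean of all tested compounds plus 3 SD, cut at about 70% in these data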;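 further: 0% = DMSO with NR2E3 transfected cells and 100% = cells lacking NR2E3 construct; higher means lower luciferase signal from less NR2E3 corepressor binding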
# TWEAK-Fn14 inh = inhibitors of TWEAK-Fn14 signaling, primary screen, luciferase reporter cells, uHTS | AID 1159606, 2016 | 2% of 360,000 active | inhibition, % at 10 µM | TWEAK-stimulated Fn14 reporter cells, luciferase luminescence, 8 h; in the data active means inhibition above about 50%
# KKLEB cytotox = cytotoxicity in KKLEB CF airway cells, primary screen, cytotoxicity control for CF NF-kB inhibitor project, cell-based, uHTS, fluorescence assay plates; activity change (cytotoxicity), % at 5 µM; 0.36% of 360,000 active; KKLEB CF airway cells viability, ATPlite luminescence, overnight; stronger effect = lower value; cells stimulated with P. aeruginosa culture filtrate;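 active means corrected activity change at or below -50% at 5 µM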
# Peg3 promoter = Peg3 promoter-driven luciferase inhibitors, primary screen, cell-based, HeLa, luciferase luminescence | AID 588405, 2011 | inhibition, % at 20 µM | HeLa PEG-Prom luciferase reporter, overnight | 1.7% of 360,000 active;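 active means inhibition of at least 50% at 20 µM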
# CF NFkB inh = inhibitors of PAF-induced NF-kB signaling, primary screen, cell-based, GFP fluorescence, uHTS; KKLEB NF-kB-GFP reporter, GFP fluorescence overnight; 0.86% of 360,000 active; inhibition, % at 5 µM;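 active means at least 50% inhibition at 5 µM, scaled per plate between neutral and stimulator controls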;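 further: PAF is a Pseudomonas aeruginosa culture filtrate used as stimulus; plate controls were PAF-stimulated DMSO wells for no effect and unstimulated DMSO wells for full effect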
# Active calls of the source: *; / = not tested or not shown.
SMILES,HIF-2a inh,Shn3 3UTR inh,TRPM1 prom inh,NR2E3 ag-1,aDG glyco act,hiPSC survival,NR2E3 ag-2,TWEAK-Fn14 inh,KKLEB cytotox,Peg3 promoter,CF NFkB inh
Cc1ccccc1OCC(=O)NCCNC(=O)c1ccncc1,1,20,11,5,0.0,-0.4,-2,27,0,20,-8
CN(C)c1ccc(NC(=O)c2cccc(C(=O)Nc3ccc(N(C)C)cc3)n2)cc1,-92,-45,-12,-1,-0.8,-2.4,-100,51*,-13,-135,20
O=C(Cc1cccc(C(F)(F)F)c1)NCc1cccc(Cl)c1,8,-11,5,-1,0.5,1.9,4,17,-1,16,-10
O=C(N/N=C/c1c[nH]c2ccccc12)c1ccccc1Cl,-65,-3,8,/,0.0,-0.6,-26,-18,-10,-54,3
COc1cc(CN2CCC(n3nccc3NC(=O)C3CCOC3)CC2)ccc1F (centres undefined),16,6,10,1,4.2,0.2,-17,-9,1,0,-13
COc1ccc(-c2[nH]ncc2CN2CCCO2)cc1F,21,0,4,0,0.0,0.0,25,1,-13,0,-9
COc1ccc(C(=O)O/N=C(\N)c2ccccc2)cc1OC,-319,-100,-61,-3,0.3,-0.5,-127,-11,6,-308,-43
C[C@H](NC(=O)[C@@H]1CSC2c3ccccc3C(=O)N21)C(=O)NCCc1ccccc1 (some centres undefined),-122,-23,-3,4,0.3,0.4,-14,-21,-14,-154,1
Cn1c(O)c(N=NC(=O)c2cccc(S(=O)(=O)N3CCCCC3)c2)c2ccccc21,13,9,13,0,0.0,1.3,5,7,-9,21,6
NC(=O)N/N=C/c1cn(CC(=O)Nc2ccc(F)cc2)c2ccccc12,9,15,/,0,-0.2,-0.2,-5,-9,-5,-42,-3
CC(=O)c1ccc(N(CC(=O)NCC2CCCO2)C(=O)CCC(=O)Nc2cc(C)on2)cc1 (centres undefined),3,-7,4,3,-0.2,-0.4,-10,19,-5,-5,12
Cc1cc(C)n2nc(-c3ccc(Cl)cc3)cc2n1,-188,-5,-20,0,0.0,-0.2,-102,-2,-6,-279,-4
CCN(CC)CCCNC(=S)N(Cc1cccnc1)Cc1cc2cc(C)cc(C)c2[nH]c1=O,1,-1,3,4,-0.1,0.0,5,-3,-11,9,0
CC(=O)Nc1ccc(C(=O)OCCc2ccccc2)cc1,-239,-43,-2,-2,0.1,-0.4,-96,-25,4,-321,-14
CC(=O)n1cc([C@H]2C=C(C(=O)N3CCOCC3)O[C@@H](OCCCCO)C2)c2ccccc21,14,7,-1,3,-0.1,-0.2,3,-15,-4,-6,-11
COc1ccc(NC(=S)Nc2ccc(Oc3ccccc3)cc2)cc1,5,11,-2,-1,-0.1,-2.2,3,16,-8,6,-1
CC(Cc1ccccc1)C(=O)N(C)Cc1ccccc1 (centres undefined),-7,-16,0,1,0.0,-1.9,-30,-22,5,2,-6
COc1cc(/C=C(\C#N)c2[nH]nc(N)c2C#N)cc(OC)c1O,11,-4,8,-2,0.2,0.8,12,-4,-6,24,8
CCC(=O)c1c[nH]c(C(=O)NCC2CCCO2)c1 (centres undefined),18,-1,-11,-4,-0.1,0.8,-12,2,11,9,-14
CC(=O)c1cc2c(cc1NS(=O)(=O)c1ccccc1F)OCO2,5,-5,-6,-1,-0.3,4.2,-11,8,1,-49,-26
C[C@@H]1CN(C(=O)c2nc3ccc(Cl)cn3c2CN[C@H]2CCCCNC2=O)C[C@H](C)O1,-9,13,-7,-3,-0.1,-1.4,2,1,1,-2,-34
O=C(Nc1cccc(S(=O)(=O)N2CCOCC2)c1)c1ccco1,23,-4,-5,-2,-0.1,3.9,3,-2,-9,16,13
Cc1cccc2c(=O)c(-c3ccc(Cl)cc3)c(NC(=O)c3ccco3)oc12,5,6,9,3,-0.2,-0.5,-16,-2,-4,7,7
CC1(C)C(C=C(Cl)Cl)C1C(=O)N(Cc1ccc(Cl)cc1)C1CCS(=O)(=O)C1 (centres undefined),24,19,-6,3,0.5,0.0,-8,24,-2,35,-11
O=c1[nH]c2ccccc2c(=O)c2ccccc12,1,-6,/,/,0.7,0.6,-8,-21,-4,-4,-3

# Further compounds
SMILES,HIF-2a inh,Shn3 3UTR inh,TRPM1 prom inh,NR2E3 ag-1,aDG glyco act,hiPSC survival,NR2E3 ag-2,TWEAK-Fn14 inh,KKLEB cytotox,Peg3 promoter,CF NFkB inh
O=C(c1cccs1)n1cc(C(=S)N2CCOCC2)c2ccccc21,15,3,12,2,0.0,-1.0,-3,5,5,12,-3
Cc1ccccc1Oc1ccc2c(c1)[C@@H]1C[C@H](N(C)C(=S)Nc3ccc(F)cc3)[C@H]([C@H](C)O)C(=O)N1CC2,-11,48,/,/,0.3,-2.8,-11,13,-3,40,-6
O=C(NCCC1=CCCCC1)c1ccc(Cl)c(S(=O)(=O)N2CCOCC2)c1,-29,-4,-3,0,1.3,2.8,10,9,-16,-20,1
CC1C=Cc2ccccc2N1C(=O)c1ccccc1 (centres undefined),14,-20,-13,1,-0.1,-0.4,1,4,-6,19,5
CC1CN(N=Cc2ccc([N+](=O)[O-])o2)C(=N)O1 (centres undefined),-6,-15,54,/,0.4,-0.6,-1,5,-4,-3,-82
CCOc1ccc2c(c1)-c1c(ssc1=S)C(C)(C)N2C(=O)CSC1=NCCS1,22,38,5,4,-0.8,1.4,10,8,-1,40,4
Cc1ncc(S(=O)(=O)c2ccc(Cl)cc2)c(N)n1,-5,-2,3,3,-0.1,0.3,-10,12,5,0,-2
CC(=O)Nc1ccc(S(=O)(=O)NCCC(=O)N2CCN(C(c3ccccc3)c3ccccc3)CC2)cc1,28,18,-1,-1,0.3,2.1,4,9,-1,11,-4
CCCc1nc(NC(C)=O)c(C#N)c(-c2ccco2)c1CC,9,-15,3,-3,-0.1,-0.9,6,11,-2,20,2
O=C(/C=C/c1ccc(Cl)cc1)Nc1ccc(S(=O)(=O)Nc2ncccn2)cc1,12,9,11,-2,-0.2,0.0,-24,7,2,-4,-12
COC(=O)c1cc(=O)n(-c2ccccc2)c(=Nc2ccccc2)s1,30,-4,-6,0,-0.3,-0.1,18,23,3,33,21
O=S(=O)(Nc1cccc(S(=O)(=O)N2CCOCC2)c1)c1ccc(Cl)s1,14,-2,-1,0,0.1,-0.4,6,-5,5,12,6
CCOC(=O)c1ccc(NC(=O)N2C3CCCC2CC(NC(C)=O)C3)cc1 (centres undefined),15,-5,-1,0,0.0,1.2,-5,-7,-2,20,3
N#Cc1c(-c2ccccc2)nc(N2CCOCC2)[nH]c1=O,11,7,3,1,0.4,0.3,-20,2,-2,15,5
Nc1nc2c(ncn2[C@@H]2O[C@H](CNC(=O)[C@H](N)Cc3ccccc3)[C@@H](O)[C@H]2O)c(=O)[nH]1,5,-6,/,/,-0.4,-2.0,1,0,2,11,-8
O=C(CCN=C1NS(=O)(=O)c2ccccc21)OCC(=O)c1ccc(F)c(F)c1,3,9,-6,1,0.2,0.4,-21,-20,-4,7,3
CNc1ccc(Br)cc(C(=O)/C=C/c2cccc(OC)c2OC)c1=O,13,-30,13,-1,-0.5,-1.9,-4,7,-1,7,0
COc1ccc(/C(N)=N/OC(=O)Cc2ccccc2OC)cc1,-112,-70,-38,-1,0.0,-1.0,-24,-1,-16,-71,7
CCc1ccc(/C(C)=N/Nc2cc(Cl)nc(C)n2)cc1,-89,-2,-18,0,0.3,7.3,-17,-13,10,-22,-7
Cc1ccc(C)c(-c2cc(C(=O)Nc3nccs3)c3ccccc3n2)c1,19,21,11,3,-0.5,-2.2,17,62*,-21,41,-20
O=C(NC1CCCCC1)c1ccc2[nH]c(=O)c(=O)[nH]c2c1,9,15,4,-3,0.0,-0.5,2,3,4,6,-16
CC(C)n1c(O)c(/C=C2\C=NN=C2c2ccccc2)sc1=S,6,12,-8,4,0.1,-0.4,-9,22,8,11,58*
CCOCCCNC(=O)c1cc2c(s1)-c1ccccc1SC2,-49,-31,-14,-3,-0.1,0.3,-23,-15,7,-30,-2
O=C(OCC(=O)c1cccs1)C1=COCCO1,-170,-75,-49,1,-0.1,0.5,-50,8,12,-141,-13
O=C(Nc1ccncc1)OCc1ccccc1,-16,9,-6,0,0.2,-0.2,2,-13,3,-6,-10

# Carrying on.
SMILES,HIF-2a inh,Shn3 3UTR inh,TRPM1 prom inh,NR2E3 ag-1,aDG glyco act,hiPSC survival,NR2E3 ag-2,TWEAK-Fn14 inh,KKLEB cytotox,Peg3 promoter,CF NFkB inh
N#CCN1CCN(CCC(=O)Nc2ccc(OCc3ccccc3)cc2)CC1,-54,-27,-26,4,-0.3,1.6,4,-19,-4,-66,2
Nc1nonc1NC(=O)NN=C1CCCCC1,13,12,-2,-2,0.7,-1.5,10,24,-2,26,17
N#Cc1c(NC(=O)COC(=O)c2ccc(F)cc2)sc2c1CCC2,-9,-5,1,2,-0.2,-0.3,-9,-16,-8,6,0
CC1(C2CC(C(F)(F)F)n3nc(C(=O)O)cc3N2)CC1 (centres undefined),-63,-44,-4,4,-0.2,-2.7,-24,0,8,-47,1
COc1ccccc1CNC(=O)C1(NC(=O)Nc2ccc(C)cc2)CCCCC1,15,9,-4,3,-0.1,0.8,7,-5,-2,6,1
CN(C)c1ccc(C=Nc2ccccc2C(N)=O)cc1,6,1,6,-6,0.2,-2.9,-82,-2,-41,63*,-3
O=C(c1ccco1)N1CCN(Cc2nnc(-c3cccc(Cl)c3)o2)CC1,6,-1,7,3,0.3,-0.1,2,38,-18,-4,-2
CC(C)c1ccc(NC(=O)CSc2n[nH]c(=O)n2-c2ccc3c(c2)OCCO3)cc1,20,6,/,1,-0.2,1.9,3,-3,-1,9,0
Cc1ccc2nc(SCc3nc4c(cnn4-c4ccccc4)c(=O)[nH]3)[nH]c2c1,-10,50,11,3,1.9,-0.1,41,25,-14,16,-2

# Screening results (PubChem BioAssay)
